# Compound activity (PubChem)
# VLA-4 allo ag – allosterically activates the human VLA-4 integrin; P13612; Jurkat cells, LDV-FITC binding, flow cytometry; activation, % at 10 µM (by protocol); 24,000 tested, under 10 active;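 active means fluorescent ligand binding to cells raised by more than 40% of the manganese-induced maximum; inconclusive means compound's own fluorescence above 85% of the ligand control signal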;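 further: 0% = ligand binding without compound and 100% = manganese-stimulated maximal binding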
# Target sequence (P13612 whole entry, looked up): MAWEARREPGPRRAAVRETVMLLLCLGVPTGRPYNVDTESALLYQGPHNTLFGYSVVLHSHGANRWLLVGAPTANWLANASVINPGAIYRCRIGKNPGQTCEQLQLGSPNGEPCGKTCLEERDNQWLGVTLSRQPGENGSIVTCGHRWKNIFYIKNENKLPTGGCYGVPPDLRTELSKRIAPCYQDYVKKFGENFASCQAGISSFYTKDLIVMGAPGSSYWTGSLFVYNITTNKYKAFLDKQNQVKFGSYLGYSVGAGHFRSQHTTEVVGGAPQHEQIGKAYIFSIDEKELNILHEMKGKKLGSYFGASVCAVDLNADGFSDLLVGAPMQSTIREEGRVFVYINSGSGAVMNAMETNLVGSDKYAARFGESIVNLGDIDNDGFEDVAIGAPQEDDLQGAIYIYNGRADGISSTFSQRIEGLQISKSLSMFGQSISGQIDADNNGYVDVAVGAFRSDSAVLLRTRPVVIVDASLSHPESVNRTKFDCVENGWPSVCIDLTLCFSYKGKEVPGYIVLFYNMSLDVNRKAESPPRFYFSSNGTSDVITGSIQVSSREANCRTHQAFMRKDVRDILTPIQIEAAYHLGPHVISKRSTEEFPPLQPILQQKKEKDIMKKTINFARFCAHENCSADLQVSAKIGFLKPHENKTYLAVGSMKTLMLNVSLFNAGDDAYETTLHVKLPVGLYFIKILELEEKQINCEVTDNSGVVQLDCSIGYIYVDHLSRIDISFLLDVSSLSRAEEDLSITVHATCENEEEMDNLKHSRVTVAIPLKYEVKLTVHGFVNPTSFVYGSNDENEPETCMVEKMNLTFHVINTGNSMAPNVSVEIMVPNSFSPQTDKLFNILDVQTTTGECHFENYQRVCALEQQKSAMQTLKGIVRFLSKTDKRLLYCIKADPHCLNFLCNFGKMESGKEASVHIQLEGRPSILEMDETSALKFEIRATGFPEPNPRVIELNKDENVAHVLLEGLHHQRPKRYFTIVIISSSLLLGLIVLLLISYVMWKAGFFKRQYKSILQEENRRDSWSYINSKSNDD
# LNCaP diff act – activators of LNCaP prostate cell differentiation. flow cytometry side scatter, 4 d. side scatter shift, % at 10 µM. 24,000 tested, 0.56% active. AID 795;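 active means side scatter shift above 30%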;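 further: androgen-responsive LNCaP prostate cancer cells in charcoal-stripped serum medium; percent of cells past a gate set so DMSO wells show 10% shift; higher shift means more granular cells and more differentiation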
# Autofluor Jurkat – counter-screen for VLA-4 integrin: compound autofluorescence in Jurkat cells. flow cytometry; active compounds read high; 1 = vehicle-only cell background. fluorescence ratio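 (tested at 10 µM compound in the well)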. 24,000 tested, 0.61% active;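 active means fluorescence ratio above 2.44, which is 1 plus 3 SD of all ratios; inconclusive means signal too bright to measure linearly, ratio around 10 or more; inactive means fluorescence ratio below 2.44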;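 further: green fluorescence of cells measured with 488 nm excitation and 530 nm emission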
# VLA-4 antagonist – inhibitors of LDV-FITC ligand binding to Mn2+-activated human VLA-4 integrin. Jurkat cells, LDV-FITC binding with Mn2+, flow cytometry; 100% = Mn2+-driven binding gain fully reversed. P13612. AID 529. inhibition, % at 10 µM (by protocol). 24,000 tested, 0.2% active;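 active means inhibition above 50%; inconclusive means compound itself fluorescent, judged against control cell fluorescence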;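 further: 0% = Mn2+ stimulated cells lacking compound and 100% = ligand binding without Mn2+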
# Starred values were filed as active, the others as inactive; ? = inconclusive.
no.	smiles	VLA-4 allo ag	LNCaP diff act
1	O=C1c2ccccc2CN1CCNS(=O)(=O)c1ccc(Cl)cc1	2	9
2	CC(C)Cn1c(=O)c(C(=O)Nc2ccccc2S(N)(=O)=O)c(O)c2ccccc21	10	13
3	CCOC(=O)Nc1ccc(S(=O)(=O)NCc2ccccc2)cc1	4	1
4	CS(=O)(=O)N1CCN(C(=O)c2ccc(-c3ccccc3)cc2)CC1	2	15
5	CC(C)(C)OC(=O)NC(CCNC=C1C(=O)OC(C)(C)OC1=O)C(=O)O (configuration not stated)	3	7
6	Cc1nn(Cc2ccc(Cl)c(Cl)c2)c(C)c1NC(=O)c1cc(-c2ccco2)on1	3	15
7	CCC(C)NC(=O)Cn1cnc2sc(C)cc2c1=O (configuration not stated)	-2	1
8	CNC(=O)Nc1cc(C(C)(C)C)no1	-2	12
9	O=C1c2ccccc2C(O)(Cc2ccccc2)N1CCCN1CCOCC1 (configuration not stated)	3	4
10	CC(CN(C)Cc1ccccc1)OC(=O)c1ccc2c(c1)OCCO2 (configuration not stated)	1	23
11	O=C(Nc1nc(-c2ccncc2)cs1)c1ccc(S(=O)(=O)N2CCOCC2)cc1	-5	5
12	CN(C)c1cc(O)c(C(=S)Nc2ccccc2)c(N(C)C)c1	?	22

no.	Autofluor Jurkat	VLA-4 antagonist
1	1	-21
2	1.2	-16
3	0.95	-6
4	0.97	-9
5	1	-17
6	1	-9
7	0.99	-23
8	0.9	?
9	1	18
10	0.99	16
11	1.1	-2
12	1.5	?

# 5 compounds from above, showing only Autofluor Jurkat, LNCaP diff act and VLA-4 allo ag:
entry | canonical_smiles | Autofluor Jurkat | LNCaP diff act | VLA-4 allo ag
4 | CS(=O)(=O)N1CCN(C(=O)c2ccc(-c3ccccc3)cc2)CC1 | 0.97 | 15 | 2
5 | CC(C)(C)OC(=O)NC(CCNC=C1C(=O)OC(C)(C)OC1=O)C(=O)O (configuration not stated) | 1 | 7 | 3
6 | Cc1nn(Cc2ccc(Cl)c(Cl)c2)c(C)c1NC(=O)c1cc(-c2ccco2)on1 | 1 | 15 | 3
7 | CCC(C)NC(=O)Cn1cnc2sc(C)cc2c1=O (configuration not stated) | 0.99 | 1 | -2
8 | CNC(=O)Nc1cc(C(C)(C)C)no1 | 0.9 | 12 | -2

# (cont.)
no.	smiles	VLA-4 allo ag	LNCaP diff act
13	CC1CC(C)CN(CCCn2c(=S)[nH]c3ccccc3c2=O)C1 (configuration not stated)	8	4
14	Oc1c(I)cc(I)c2cccnc12	0	1
15	Cc1ccc2c(c1)CCCN2C(=O)Nc1ccc2c(c1)OCO2	-6	3
16	Clc1ccccc1C1CC(c2ccccc2)Nc2ncnn21 (configuration not stated)	6	9
17	CON(C)c1nc(Oc2ccc(=O)[nH]n2)nc(N(C)C)n1	2	9
18	CC(=O)C1C(c2ccncc2)NC(=O)NC1(O)C(F)(F)F (configuration not stated)	?	7
19	COC(=O)c1ccccc1OCC(=O)NC1CCCCC1	-8	15
20	Cc1ccccc1-n1c(SCc2ccccn2)nc2n[nH]c(C)c2c1=N	-8	5
21	CSCCC(NC(=O)C1CCC(C)CC1)C(=O)N1CCN(c2ccccn2)CC1 (configuration not stated)	3	15
22	Cc1ccc(S(=O)(=O)c2cc3c(=O)n4ccccc4nc3n(CC3CCCO3)c2=N)cc1C (configuration not stated)	3	5
23	COc1ccc(CCNC(=O)CCNS(=O)(=O)c2cccc3nsnc23)cc1OC	1	2
24	COC(=O)c1ccc(-c2ccc(CNCC(O)c3ccccc3)o2)cc1 (configuration not stated)	0	5

no.	Autofluor Jurkat	VLA-4 antagonist
13	0.96	-6
14	1	-6
15	0.98	-20
16	0.91	4
17	1	-22
18	1.3	?
19	1	-10
20	1.1	0
21	1	-13
22	1.1	-6
23	1	-10
24	1	0

# Random excerpt: 3 compounds from above.
no.	smiles	VLA-4 allo ag	LNCaP diff act
16	Clc1ccccc1C1CC(c2ccccc2)Nc2ncnn21 (configuration not stated)	6	9
21	CSCCC(NC(=O)C1CCC(C)CC1)C(=O)N1CCN(c2ccccn2)CC1 (configuration not stated)	3	15
24	COC(=O)c1ccc(-c2ccc(CNCC(O)c3ccccc3)o2)cc1 (configuration not stated)	0	5

no.	Autofluor Jurkat	VLA-4 antagonist
16	0.91	4
21	1	-13
24	1	0

# Next section.
no.	smiles	VLA-4 allo ag	LNCaP diff act
25	CCN(CC)c1ccc(NC(=O)Cn2cc3c(n2)CCC(C)C3)c(C)c1 (configuration not stated)	-9	9
26	O=C(NCCc1c[nH]c2ccccc12)C1CCN(c2nnc(N3CCCC3=O)s2)CC1	-10	3
27	CCOc1ncccc1C(=O)OCC(=O)N1CC(=O)Nc2ccccc21	4	3
28	C=C(C)COc1ccc(-c2nc(N)ncc2-c2ccc(OC)cc2)c(O)c1	8	8
29	CCOC(=O)c1ccc(-n2c(N)c(C(=O)NCc3ccco3)sc2=S)cc1	3	5
30	CC1(C)CC(=O)c2cc(OCC(=O)NCCCN3CCN(c4ccc(F)cc4)CC3)ccc2O1	-4	25
31	O=C(NC1CCCC1)c1sc(=S)n2c1[nH]c(=O)c1ccccc12	?	12
32	COc1ccc(S(=O)(=O)Cc2ccc(C(=O)N3CCN(c4cc(Cl)ccc4C)CC3)o2)cc1	-9	2
33	CCOc1ccc(-n2cc(C(=O)N3CCC(C)CC3)c3cc(OC)c(OC)cc3c2=O)cc1	3	28
34	CCOC(=O)N1CCC(NC(=O)C2CCC(Cn3c(=O)[nH]c4ccccc4c3=O)CC2)CC1 (configuration not stated)	-2	9
35	O=C(O)c1cccc(N2C(=O)C3CC=C(Cl)CC3C2=O)c1 (configuration not stated)	2	5
36	C(=N/n1c2ccccc2c2ccccc21)/c1ccco1	-2	3

no.	Autofluor Jurkat	VLA-4 antagonist
25	1.1	37
26	1.1	28
27	1.1	-17
28	0.87	-14
29	1.1	-27
30	1.1	0
31	1.4	?
32	1.1	36
33	0.97	9
34	0.99	-13
35	1	-2
36	1.1	-20

# The listing continues:
no.	smiles	VLA-4 allo ag	LNCaP diff act
37	Cn1c(SCc2ccc3c(c2)OCO3)nnc1-c1ccccc1	-4	8
38	Cc1ccc(CCNC(=O)C2CCCN(S(=O)(=O)c3cnc[nH]3)C2)cc1 (configuration not stated)	2	3
39	CN1CCN(C(=O)C2CCN(S(=O)(=O)c3cnc[nH]3)CC2)CC1	2	13
40	Cc1nc2ccc(S(=O)(=O)NC(C(=O)NC3CCCC3)C(C)C)cc2s1 (configuration not stated)	2	7
41	CCOC(=O)c1sc(N2C(=O)C(O)=C(C(=O)c3ccco3)C2c2ccccc2)nc1C (configuration not stated)	-7	5
42	O=C(CCn1c(=O)sc2ccccc21)Nc1nccs1	-1	7
43	CC(=O)COC(=O)c1cccc(N2C(=O)C3C4C=CC(C4)C3C2=O)c1 (configuration not stated)	19	10
44	Cc1ccc(NC(=O)C2C3C=CC4(CN(Cc5cccnc5)C(=O)C24)O3)cc1F (configuration not stated)	-2	7
45	COc1ccc(O)c(C2NC(CC(C)C)(C(=O)O)C3C(=O)N(Cc4ccccc4)C(=O)C23)c1 (configuration not stated)	2	10
46	c1ccc(CNC2=NCCCC2)cc1	1	2
47	CC1=C(C(=O)NCc2ccc3c(c2)OCO3)C2(CCC(C)CC2)OC1=O (configuration not stated)	?	4
48	O=C(NCC1CCCO1)c1sc(=S)n2c1[nH]c(=O)c1ccc(C(=O)N3CCCCC3)cc12 (configuration not stated)	-1	11

no.	Autofluor Jurkat	VLA-4 antagonist
37	1	0
38	1.1	2
39	0.95	19
40	1	-5
41	1.1	4
42	1	-3
43	0.74	0
44	1	9
45	0.96	-5
46	0.96	0
47	0.9	?
48	1	-37

# Filtered by structure, the compounds so far containing an aryl thioether with sulfur outside any ring (2)
no.	smiles	VLA-4 allo ag	LNCaP diff act
20	Cc1ccccc1-n1c(SCc2ccccn2)nc2n[nH]c(C)c2c1=N	-8	5
37	Cn1c(SCc2ccc3c(c2)OCO3)nnc1-c1ccccc1	-4	8

no.	Autofluor Jurkat	VLA-4 antagonist
20	1.1	0
37	1	0

# (next part)
no.	smiles	VLA-4 allo ag	LNCaP diff act
49	CCn1cc(C(=O)NCc2ccco2)c2cc(OC)c(OC)cc2c1=O	4	8
50	O=C(NCc1nnc(SCC(=O)N2CCN(c3ccccc3)CC2)o1)c1ccco1	-4	11
51	O=C(O)c1cc(S(=O)(=O)Nc2ccc3oc(=O)sc3c2)ccc1O	2	12
52	CCOC(=O)N1CCC(N(C(=O)Nc2ccccc2)C(C)CC)CC1 (configuration not stated)	-6	6
53	CCOC(=O)c1nnn(-c2nonc2OC)c1-c1ccccc1	0	11
54	COC(=O)Cn1c(CN2CCN(c3ccccc3F)CC2)nc2c1c(=O)n(C)c(=O)n2C	2	1
55	CC1CCC(C(=O)NC(C(=O)NCCCN2CCOCC2)C(C)C)CC1 (configuration not stated)	-1	3
56	COC(=O)C1=C(C)Nc2ncnn2C1c1ccc(C)o1 (configuration not stated)	0	7
57	N#Cc1nc(COc2ccccc2)oc1NCCCn1ccnc1	5	5
58	O=C1c2cccnc2C(O)N1Cc1ccccc1 (configuration not stated)	7	8
59	CCCN1C(=O)c2cc(C(=O)NC3CCCC3)ccc2C1O (configuration not stated)	4	12
60	COc1ccc(OC)c(C2CC(=O)N3CN(c4cccc(Cl)c4)CSC3=C2C#N)c1 (configuration not stated)	3	6

no.	Autofluor Jurkat	VLA-4 antagonist
49	1.1	4
50	1	-1
51	1.1	3
52	1	-2
53	1	5
54	1	6
55	1	-26
56	1	-6
57	1	-8
58	1	-4
59	0.98	-10
60	1.1	-8

# Six successive records from above, quoted:
no.	smiles	VLA-4 allo ag	LNCaP diff act
55	CC1CCC(C(=O)NC(C(=O)NCCCN2CCOCC2)C(C)C)CC1 (configuration not stated)	-1	3
56	COC(=O)C1=C(C)Nc2ncnn2C1c1ccc(C)o1 (configuration not stated)	0	7
57	N#Cc1nc(COc2ccccc2)oc1NCCCn1ccnc1	5	5
58	O=C1c2cccnc2C(O)N1Cc1ccccc1 (configuration not stated)	7	8
59	CCCN1C(=O)c2cc(C(=O)NC3CCCC3)ccc2C1O (configuration not stated)	4	12
60	COc1ccc(OC)c(C2CC(=O)N3CN(c4cccc(Cl)c4)CSC3=C2C#N)c1 (configuration not stated)	3	6

no.	Autofluor Jurkat	VLA-4 antagonist
55	1	-26
56	1	-6
57	1	-8
58	1	-4
59	0.98	-10
60	1.1	-8

# Further records:
no.	smiles	VLA-4 allo ag	LNCaP diff act
61	O=C(Nc1ccc(Cc2ccc(NC(=O)N3CCOCC3)cc2)cc1)N1CCOCC1	2	4
62	CN(C)CCNC(=O)c1ccc(COCC(F)(F)F)cc1	6	7
63	COCC(=O)Nc1cc(OC)ccc1OC	9	3
64	CC(C)CNS(=O)(=O)c1ccccc1C(=O)N1CCCCC1	?	16
65	CCOC(=O)N1CCN(c2c(NCc3cccs3)c(=O)c2=O)CC1	-2	12
66	C=CCNC(=O)c1cccc(Br)c1	8	14
67	COc1cc(Cl)c(S(=O)(=O)N2CCN(Cc3ccc4c(c3)OCO4)CC2)cc1Cl	-4	7
68	OCCn1c(CSc2nnc(-c3ccco3)n2-c2ccccc2)nc2ccc(Cl)cc21	7	26
69	Cc1cc(S(=O)(=O)NCCN(C)C)c(C)s1	-3	8
70	Cc1ccnc(NS(=O)(=O)c2ccc(NS(=O)(=O)c3cccs3)cc2)n1	2	12
71	CN(C)c1nc(N)nc(CSc2nnnn2-c2cccc3ccccc23)n1	6	7
72	Cc1cc(NC(=O)Cc2cn3ccsc3n2)n(-c2ccccc2)n1	4	4

no.	Autofluor Jurkat	VLA-4 antagonist
61	1.1	-5
62	1	-18
63	0.97	-26
64	1.1	?
65	0.88	7
66	1	-12
67	1	4
68	1.1	-22
69	0.97	-16
70	1	-3
71	0.99	-26
72	1.1	-10

# The list continues.
no.	smiles	VLA-4 allo ag	LNCaP diff act
73	Cc1cc(C)c(C)c(S(=O)(=O)Nc2ccc(O)cc2)c1C	-6	3
74	COc1cc(C(=O)NCCC(=O)NCCCN2CCCCC2)cc(OC)c1OC	10	5
75	O=C(NCCCN1CCC(Cc2ccccc2)CC1)C1CCN(S(=O)(=O)N2CCOCC2)CC1	-1	3
76	O=C1CCc2cc(S(=O)(=O)N3CCC(C(=O)NCCC4=CCCCC4)CC3)ccc2N1	-1	4

no.	Autofluor Jurkat	VLA-4 antagonist
73	0.97	-25
74	0.9	-4
75	1.1	10
76	1.1	17

# An excerpt, so the mix of outcomes need not match the whole.
